# Assay outcomes deposited in PubChem BioAssay by several laboratories.
# SUMO1-SIM PPI – modulators of human SUMO1-mediated protein-protein interactions; P63165; AID 602429; inhibition, % at 20 µM; 360,000 tested, 0.33% active; SUMO1 binding to a labelled peptide, TR-FRET, 1 h; in the data active = inhibition above about 37%
# Target sequence (P63165 whole entry, looked up): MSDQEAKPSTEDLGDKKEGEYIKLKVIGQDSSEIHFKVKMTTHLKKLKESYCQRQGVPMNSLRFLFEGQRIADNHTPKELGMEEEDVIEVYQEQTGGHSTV
# STEP block – inhibitors of human striatal-enriched phosphatase STEP; P54829; recombinant STEP, OMFP fluorogenic substrate, fluorescence; inhibition, % at 20 µM; 360,000 tested, 0.25% active;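 active = inhibition at 20 µM, scaled per plate between control wells, above about 37%, limit read from the data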;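 also: 0% = DMSO with enzyme and substrate and 100% = substrate only without enzyme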
#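 Assay system: isolated STEP enzyme / Timing: 20 min at room temperature, dark / Doses: 20 µM, 1% DMSO / Technique: fluorescence intensity, excitation 480 nm, emission 540 nm / Reagent: fluorogenic phosphatase substrate OMFP at 25 µM final / Measure: percent inhibition scaled to no-enzyme and uninhibited-enzyme controls, plate-pattern corrected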
# MsrA inh – inhibitors of bovine MsrA | 360,000 tested, 0.75% active | purified bovine MsrA, absorbance read-out | inhibition, % at 15.5 µM; in the data active = inhibition above about 4.5%;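 also: 0% = vehicle wells with enzyme and 100% = reference inhibitor wells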
# LMPTP inh – LMPTP (human) inhibition; P24666; recombinant LMPTP-A, OMFP fluorogenic substrate, fluorescence intensity; inhibition, % at 20 µM; 360,000 tested, 0.22% active;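 active = compounds that cut the enzyme signal by at least half of the control window in the single-dose screen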;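 also: plate controls were DMSO wells with enzyme plus substrate for no effect and substrate without enzyme for full effect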
# Target sequence (P24666 whole entry, looked up): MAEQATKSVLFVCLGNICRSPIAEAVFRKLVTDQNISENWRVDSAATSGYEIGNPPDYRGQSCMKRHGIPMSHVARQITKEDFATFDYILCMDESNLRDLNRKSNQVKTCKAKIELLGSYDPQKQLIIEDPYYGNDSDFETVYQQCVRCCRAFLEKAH
#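 Assay system: LMPTP-A enzyme. Input: 0.625 nM LMPTP-A final. Probe or stimulus: 400 µM OMFP. Compound dosing: single 20 µM dose. Schedule: 50 min dark incubation at room temperature. Detection: fluorescence intensity of OMFP turnover product. Read-out: percent inhibition versus substrate-only and uninhibited controls. Benchmarks: no-enzyme low control, uninhibited high control.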
# DNMT1 inh – blocks human DNA methyltransferase DNMT1; P26358; DNMT1 molecular beacon, Hinp1I cleavage, fluorescence; inhibition (reported as % activation of signal), % at 10 µM; 360,000 tested, 0.83% active; in the data active = inhibition above about 50%
# Scp1 inh – blocks human Scp-1 phosphatase activity | Q9GZU7 | 340,000 tested, 0.88% active | Recombinant Scp1, phosphopeptide, malachite green phosphate absorbance | inhibition, % at 20 µM;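 active = inhibition above about 50% at 20 µM, limit read from the data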;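 also: plate controls were DMSO wells with enzyme for no effect and wells lacking enzyme for full effect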
#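 Test system: SCP-1 phosphatase catalytic domain, residues 76-261; measured by: colorimetric phosphate reagent with accelerator and stabiliser, absorbance at 630 nm; timing: enzyme reaction 45 min at room temperature, colour 5 min, stabilisation 30 min; also added: Phosphorylated 17-residue peptide substrate; compound dosing: one concentration, 20 µM, with 1.0% DMSO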
# NRP1-CendR mod – NRP-1/CendR interaction modulation | AID 602438 | 360,000 tested, 0.85% active | O14786 | inhibition, % at 25 µM | FAM-RPARPAR peptide binding to NRP-1, fluorescence polarization;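 active = inhibition or corrected inhibition above about 18%, plus a signal ratio from 0.5 to 1.5, limit read from the data, passing the limit was not always enough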; also: strong numbers were not always called active
# Tb MetRS inh – Trypanosoma brucei MetRS inhibition; purified T. brucei MetRS, ATP depletion, Kinase-Glo luminescence; inhibition, % at 11.9 µM; 360,000 tested, 0.4% active; AID 624268;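 active = inhibition above a per-plate cutoff of the control wells' mean inhibition plus 3 SD, cut at about 5.5% in these data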;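 also: 0% = DMSO wells median and 100% = median of wells with control inhibitor compound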
#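 Test system: purified T. brucei MetRS enzyme. Also added: ATP, methionine and E. coli bulk tRNA substrates. Compound: 11.9 µM single point. Schedule: 15 min enzyme-compound preincubation, 2 h reaction, 10 min detection, 25 °C. Signal: luciferase luminescence of residual ATP, Kinase-Glo. Evaluation: percent inhibition versus plate control medians. Controls: DMSO wells, low control.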
# eLon inh – E. coli protease La inhibition. purified E. coli Lon protease, fluorescence polarization. inhibition, % at 7.94 µM. 360,000 tested, 0.42% active; in the data active = inhibition above about 13%, passing the limit was not always enough;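 also: 0% = enzyme with probe and DMSO and 100% = no enzyme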
# Target sequence (P0A9M0 whole entry, looked up): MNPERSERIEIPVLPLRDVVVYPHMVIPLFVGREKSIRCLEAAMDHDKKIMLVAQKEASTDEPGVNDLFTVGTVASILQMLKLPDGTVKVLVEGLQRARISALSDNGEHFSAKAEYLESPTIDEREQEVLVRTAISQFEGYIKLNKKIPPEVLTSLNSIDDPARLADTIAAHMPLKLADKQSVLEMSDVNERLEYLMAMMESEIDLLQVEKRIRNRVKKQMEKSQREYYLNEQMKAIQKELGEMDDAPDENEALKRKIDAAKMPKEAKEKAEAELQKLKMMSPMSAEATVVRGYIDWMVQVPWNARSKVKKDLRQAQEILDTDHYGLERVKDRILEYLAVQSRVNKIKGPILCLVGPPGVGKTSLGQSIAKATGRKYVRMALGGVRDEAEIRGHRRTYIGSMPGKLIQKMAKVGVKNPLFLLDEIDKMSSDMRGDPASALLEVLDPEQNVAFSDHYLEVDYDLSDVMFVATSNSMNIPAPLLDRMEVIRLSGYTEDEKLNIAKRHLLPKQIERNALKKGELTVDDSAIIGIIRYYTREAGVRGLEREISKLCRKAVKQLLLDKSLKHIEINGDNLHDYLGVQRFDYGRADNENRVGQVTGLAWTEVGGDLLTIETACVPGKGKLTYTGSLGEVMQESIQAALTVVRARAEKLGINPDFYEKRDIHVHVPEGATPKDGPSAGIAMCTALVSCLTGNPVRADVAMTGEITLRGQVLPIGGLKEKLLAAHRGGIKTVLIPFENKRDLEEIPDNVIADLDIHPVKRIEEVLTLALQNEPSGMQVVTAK
# MsrA act – bovine methionine sulfoxide reductase A activation; purified bovine MsrA, absorbance read-out; activation, % at 10.6 µM; AID 602163; 360,000 tested, 0.3% active; in the data active = activation above about 7.5%;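 also: 0% = vehicle and 100% = reference activator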
# Active calls of the source: *; . = no result given.
# Below each compound – SUMO1-SIM PPI	STEP block	MsrA inh	LMPTP inh	DNMT1 inh	Scp1 inh	NRP1-CendR mod	Tb MetRS inh	eLon inh	MsrA act
- O=C(Cc1noc2ccccc12)Nc1ccc(Cl)cc1
→ 4	-2	-0.8	-1.6	5	-12	-1	1.6	-9	-3
- O=C(Nc1ncn[nH]1)c1cccc(S(=O)(=O)N2CCOCC2)c1
→ 0	-2	-1.0	-1.4	3	-9	1	-0.2	1	-5
- NS(=O)(=O)c1cc([N+](=O)[O-])ccc1NCc1cccnc1
→ -31	2	3.4	-0.4	0	-5	4	-0.8	0	-5
- O=C1CN(C(=O)CCN2CCOCC2)C(c2ccccc2)c2cc(Br)ccc2N1 (stereo not drawn)
→ 3	-2	-1.0	-1.5	0	2	1	-0.6	3	-2
- O=C(CC1NC(=O)NC1=O)Nc1ccccc1 (stereo not drawn)
→ -1	-1	1.2	-1.5	-3	-5	27*	-1.6	-12	-7
- Nc1c(C(=O)N/N=C/c2ccccc2Cl)oc2nc(-c3ccccc3)cc(-c3ccco3)c12
→ -12	-2	0.9	2.0	-7	-2	-134	-0.2	-66	-4
- COc1cc(CN2CCCCCC2)cc(OC)c1
→ -6	-3	0.7	-0.5	0	-2	-2	-0.4	-6	-1
- O=C(c1ccc2oc(CCc3ccccc3)nc2c1)N1CCC(O)CC1
→ 4	0	-0.7	0.2	1	-7	4	-0.2	11	-1
- CCN1CCN(Cc2ccc(NC(=O)c3ccc(C)c(NC(=O)c4cccc(-c5cn[nH]c(=O)c5)c4)c3)cc2C(F)(F)F)CC1
→ -15	3	.	3.4	-11	1	4	-0.3	-6	-2
- CSc1nc2ccc(S(=O)(=O)N3CCOCC3)cc2s1
→ -1	4	1.0	-0.9	-4	10	6	0.1	-6	-2
- COc1ccc(-n2c(C)nc(=O)c(-c3ccccc3)c2C)cc1
→ 0	-2	-0.5	1.2	4	-7	-7	1.0	-10	-5
- CCOCCCNC(=O)C1(O)c2ccccc2NC(=O)N1c1ccc(Cl)c(Cl)c1 (stereo not drawn)
→ 2	-2	0.1	-0.3	0	-6	9	-0.5	-1	-1
- CC(C)C(NC(=O)c1ccccc1NC(=O)c1ccccc1)C(=O)NCCCn1ccnc1 (stereo not drawn)
→ 0	-2	.	-3.2	-2	1	15	-1.1	3	-9
- COCCC1CCCCN1C(=O)c1cccc(OC2CCN(S(C)(=O)=O)CC2)c1 (stereo not drawn)
→ -7	0	0.5	0.2	2	-10	0	-0.7	2	-8
- CC(=O)N[C@@H](Cc1c[nH]c2ccccc12)C(=O)NC1CCCc2ccccc21 (stereo partly drawn)
→ 5	-2	-0.6	-0.2	-2	-1	-4	-0.3	0	-1
- Cc1ccc(OCC(=O)N/N=C/c2cccc3cccnc23)cc1
→ -28	0	2.1	0.0	-1	-9	1	-0.4	-7	-4
- Cc1ccc(-c2noc(-c3ccccc3C(=O)N3CCCC3)n2)cc1
→ -2	-2	-1.6	-0.1	0	0	4	-0.6	-1	-4
- COc1ccc(C(=O)Nc2ccc3c(c2)CCCN3C(=O)c2cccs2)c(OC)c1
→ 10	1	1.7	2.5	-4	-11	9	-0.5	7	-4
- COc1cc2c(cc1OC)[C@@H]1Cc3ccc(OC)c(OC)c3CN1CC2
→ -11	-2	1.7	-0.6	-2	-12	0	-1.0	-3	-2
- O=C(COc1ccc(Br)cc1CO)Nc1ccc(F)cc1
→ -3	-1	0.4	-0.8	-1	1	26*	0.8	-1	2
- O=C(COC(=O)C1CCN(S(=O)(=O)c2cccs2)CC1)c1ccccc1
→ -3	-2	0.0	0.0	0	-4	-10	-0.4	3	-3
- CS(=O)(=O)c1cccc(C(=O)Nc2ccc3c(c2)OCCCO3)c1
→ 1	-4	-1.0	-2.3	0	4	17	-0.2	-4	-1
- CCOC(=O)c1c(O)c(O)c(C(=O)OCC)n1-c1ccccc1
→ -3	0	-0.1	3.2	4	0	-4	0.0	8	-3
- COc1ccc(CCNC(=O)C2CCN(c3nn4c(=O)cc(C)nc4s3)CC2)cc1OC
→ 0	1	0.3	-0.9	0	-10	7	-0.8	-6	-1
- CN(C)CCCn1c(SCC(=O)N2CC(=O)Nc3ccccc32)nc2ccccc2c1=O
→ -3	-1	0.5	-2.5	0	-5	-5	-0.2	6	-3
- CC(=O)N1CCc2cc(S(=O)(=O)N3c4ccccc4CC3C)ccc21 (stereo not drawn)
→ -1	-1	-0.5	-0.7	-4	-5	-8	-0.8	-3	-2
- COc1ccc(NC(=O)c2ccc(-c3c(C)noc3C)c3ccoc23)cc1
→ 10	-1	-0.1	0.4	3	.	7	-0.3	-1	-1
- Cc1cccc(Oc2ccc(C(=O)NC3CCSC3=O)cn2)c1C (stereo not drawn)
→ 0	-1	1.5	-0.6	0	-6	1	-1.7	9	-2
- COc1cc2c(cc1NC(=O)CSc1nc3cc(Cl)ccc3s1)oc1ccccc12
→ -2	5	-0.1	1.1	37	-11	1	0.1	-1	1
- CS(=O)(=O)N(Cc1ccc(Cl)cc1)c1ccc(C(=O)NCc2ccccn2)cc1
→ 1	-3	-0.8	0.1	-1	-6	-13	0.3	-1	-4
- O=C(COc1ccccc1Br)NC(=O)NC1CCCC1
→ 0	4	-0.8	-1.1	-2	1	1	-0.1	-1	-5
- CCc1nnc(NC(=O)C(C)N2C(=O)C3C4C=CC(C4)C3C2=O)s1 (stereo not drawn)
→ 0	0	1.0	-1.7	2	5	-2	0.0	6	1
- COc1ccc(CC(=O)n2[nH]c(=O)cc(C)c2=O)cc1OC
→ 4	0	-1.0	-1.6	4	-2	8	-1.7	-5	-4
- CCNC(=O)C1(C)CCCN(C(=O)c2ccc(C(F)(F)F)nc2C)C1 (stereo not drawn)
→ 1	-3	1.0	-2.1	-1	.	6	-0.4	2	-2
- CN(C)CCCN(C(=O)COc1ccc(Cl)cc1)c1nc2ccc(F)cc2s1
→ -18	1	-0.2	-1.6	3	2	4	-1.0	-13	-7
- CN(C)CCCNc1ccc(-c2cc(Nc3cccc(Cl)c3)ncn2)cn1
→ -19	4	0.9	-6.6	1	-8	10	-0.3	-1	-2
- COc1ccc(C(C)(C)NC(=O)C2CCC(=O)N(CCCN3CCCC3=O)C2)cc1 (stereo not drawn)
→ 5	0	0.6	-0.5	-1	-7	5	0.0	6	-3
- CC(=O)Nc1ccc(-c2csc(N/N=C(/C)c3ccccc3)n2)cc1
→ -7	-1	1.7	2.2	-40	-4	-18	-0.3	-3	-2
- COc1ccc(CCNC(=O)C2CCCN2C(=O)Nc2cccc(C(C)=O)c2)cc1OC (stereo not drawn)
→ -4	1	-0.6	-0.2	-3	-5	8	-0.2	3	-2
- CSCCC(NC(=O)c1ccccc1Cl)C(=O)N1CCN(c2ccccn2)CC1 (stereo not drawn)
→ -1	4	-0.1	-0.4	3	-9	2	-0.4	-5	-4
- O=C(NCCCO)/C(=C\C=C\c1ccccc1)NC(=O)c1ccccc1Cl
→ -7	0	3.7	-1.5	0	-4	-8	-0.8	-2	-10
- O=C(c1cnc(Cl)c(Cl)c1)N1CCN(S(=O)(=O)c2ccc3ccccc3c2)CC1
→ -3	1	0.9	1.9	0	-2	9	0.2	-2	-3
- O=C(O)CSc1cc(NS(=O)(=O)c2ccc(Cl)cc2)c2ccccc2c1O
→ 16	13	9.5*	6.3	29	6	-7	0.4	7	7.8*
- C[C@@H]1CN([C@@H](C)CO)C(=O)CCCn2nncc2CO[C@H]1CN(C)C(=O)c1ccccc1
→ 3	-1	0.9	-2.8	5	.	2	-0.8	-7	-5
- O=C(CSc1nc2ccccc2c(=O)n1Cc1ccc(C(=O)NC2CC2)cc1)NCc1ccco1
→ 5	5	0.2	-1.0	1	13	9	-0.1	-3	-1

# Two entries drawn at random from the list so far:
# Below each compound – SUMO1-SIM PPI	STEP block	MsrA inh	LMPTP inh	DNMT1 inh	Scp1 inh	NRP1-CendR mod	Tb MetRS inh	eLon inh	MsrA act
- NS(=O)(=O)c1cc([N+](=O)[O-])ccc1NCc1cccnc1
→ -31	2	3.4	-0.4	0	-5	4	-0.8	0	-5
- COc1ccc(CCNC(=O)C2CCN(c3nn4c(=O)cc(C)nc4s3)CC2)cc1OC
→ 0	1	0.3	-0.9	0	-10	7	-0.8	-6	-1

# Additional entries:
# Below each compound – SUMO1-SIM PPI	STEP block	MsrA inh	LMPTP inh	DNMT1 inh	Scp1 inh	NRP1-CendR mod	Tb MetRS inh	eLon inh	MsrA act
- Cc1onc(-c2ccccc2)c1C(=O)Nc1sc2c(c1C(N)=O)CCC2
→ 3	-1	0.9	1.4	-6	-11	-14	-0.8	-16	-3
- CCOC(=O)CSc1n[nH]c(NC(=O)CC)n1
→ 2	-1	1.9	-0.6	2	-5	8	-0.3	-2	-1
- COC(C[C@H](O)CC(=O)[C@@H](C)OCc1ccccc1)OC
→ 4	1	-0.8	-2.2	1	-4	20	-0.3	-7	-6
- O=C(NC1CC(=O)N(c2ccc3c(c2)OCCO3)C1)N1CCC(O)CC1 (stereo not drawn)
→ 3	-2	0.1	-0.5	4	-4	5	-0.3	4	-2
- O=C(NC1CC1)C1=C[C@@H](c2c[nH]c3ccccc23)C[C@@H](OCc2ccc(CO)cc2)O1
→ -8	-2	-0.7	0.0	-8	-4	-5	-0.1	-17	-11

# Entries listed so far that contain an aryl thioether with sulfur outside any ring (6):
# Below each compound – SUMO1-SIM PPI	STEP block	MsrA inh	LMPTP inh	DNMT1 inh	Scp1 inh	NRP1-CendR mod	Tb MetRS inh	eLon inh	MsrA act
- CSc1nc2ccc(S(=O)(=O)N3CCOCC3)cc2s1
→ -1	4	1.0	-0.9	-4	10	6	0.1	-6	-2
- CN(C)CCCn1c(SCC(=O)N2CC(=O)Nc3ccccc32)nc2ccccc2c1=O
→ -3	-1	0.5	-2.5	0	-5	-5	-0.2	6	-3
- COc1cc2c(cc1NC(=O)CSc1nc3cc(Cl)ccc3s1)oc1ccccc12
→ -2	5	-0.1	1.1	37	-11	1	0.1	-1	1
- O=C(O)CSc1cc(NS(=O)(=O)c2ccc(Cl)cc2)c2ccccc2c1O
→ 16	13	9.5*	6.3	29	6	-7	0.4	7	7.8*
- O=C(CSc1nc2ccccc2c(=O)n1Cc1ccc(C(=O)NC2CC2)cc1)NCc1ccco1
→ 5	5	0.2	-1.0	1	13	9	-0.1	-3	-1
- CCOC(=O)CSc1n[nH]c(NC(=O)CC)n1
→ 2	-1	1.9	-0.6	2	-5	8	-0.3	-2	-1
